All columns: NCI-60 one-dose screen, growth in % after 48 h at 10 µM unless noted; 100 = growth as untreated, 0 = no growth, -100 = all killed.
SF-539: SF-539 CNS cancer | 81,000 tested, 6.8% active | AID 1794752
U251: U251 CNS tumor cells; AID 1794753; 80,000 tested, 5.4% active
SF-268: SF-268 CNS cancer cells | 82,000 tested, 3.1% active | AID 1794759
SNB-75: SNB-75 CNS cancer. 79,000 tested, 5% active
SNB-19: SNB-19 CNS cancer cells. 81,000 tested, 2.5% active. AID 1794751
SF-295: SF-295 CNS cancer cells; 79,000 tested, 5.6% active
HCC-2998: HCC-2998 colon cancer. 79,000 tested, 4.7% active
PC-3: PC-3 prostate cancer cells | 80,000 tested, 3.9% active | AID 1794754
* = called active by the depositor; · = not tested or not shown; & = joins results of further samples; [ ] = another dose, or the depositor's remark. How the source made its calls: active means growth percent below 10; inactive means the rest.

Start of the data: the first twelve records, ahead of the listing:
#1 C/C(=N\NC(=S)Nc1cccc(Cl)c1Cl)c1sc(Nc2ccccc2)nc1C
#2 N#CCNC(=O)c1ccccc1
#3 COC(=O)C1=NNCC1C(=O)OC (stereo not drawn)
#4 CCCC(C)(C)COC(=O)COc1ccccc1
#5 N/C(=N\C(N)=N\c1nc2ccccc2s1)c1c(Cl)cccc1Cl
#6 CCn1cc(C(=O)NNC(=O)Nc2c(C)cccc2Cl)c(=O)c2ccc(C)nc21
#7 Cc1ccc(-c2csc(NC(=O)CSc3nc(-c4ccc(C)cc4)c(C#N)c(=O)[nH]3)n2)cc1
#8 C[C@]12CCC3c4ccc(O)cc4CCC3C1CC[C@@H]2O (stereo partly drawn)
#9 O=CNc1ccc(Oc2ccc(NC=O)cc2)cc1
#10 CCOC(=O)c1c(C(=O)c2cn(C)c3ccc(OC)cc23)c(-c2cn(C)c3ccc(OC)cc23)n(NC(=O)OC(C)(C)C)c1C
Screen / compound no.	1	2	3	4	5	6	7	8	9	10
SF-539	94	99	111	99	94	103	97	98	99	69[100 µM]
U251	101	101	99	95	92	75	96	88	98	84[100 µM]
SF-268	105	99	103	102	98	81	96	99	94	80[100 µM]
SNB-75	92	92	90	89	87	79	95	89	78	53[100 µM]
SNB-19	105	104	107	103	93	79	95	105	99	59[100 µM]
SF-295	90	102	88	103	96	100	94	89	104	71[100 µM]
HCC-2998	125	107	107	92	117	109	96	100	104	97[100 µM]
PC-3	89	95	96	71	83	92	89	88	83	54[100 µM]

#11 C=CCN(CC=C)CCN1C(=O)c2c(c3c4ccccc4n4c3c3c2c2ccccc2n3C2CC(O)C(O)C4(C)O2)C1=O (stereo not drawn)
#12 CC1(C)CC[C@]2(CO)CC[C@]3(C)[C@@H](NCC[C@@H]4[C@@]5(C)CCCNC(C)(C)[C@@H]5CC[C@]43C)[C@@H]2C1
Screen / compound no.	11	12
SF-539	80	97
U251	74	96
SF-268	74	95
SNB-75	68	90
SNB-19	64	100
SF-295	66	99
HCC-2998	72	98
PC-3	53	79

The listing (from the top)
#1 C/C(=N\NC(=S)Nc1cccc(Cl)c1Cl)c1sc(Nc2ccccc2)nc1C
#2 N#CCNC(=O)c1ccccc1
#3 COC(=O)C1=NNCC1C(=O)OC (stereo not drawn)
#4 CCCC(C)(C)COC(=O)COc1ccccc1
#5 N/C(=N\C(N)=N\c1nc2ccccc2s1)c1c(Cl)cccc1Cl
#6 CCn1cc(C(=O)NNC(=O)Nc2c(C)cccc2Cl)c(=O)c2ccc(C)nc21
#7 Cc1ccc(-c2csc(NC(=O)CSc3nc(-c4ccc(C)cc4)c(C#N)c(=O)[nH]3)n2)cc1
#8 C[C@]12CCC3c4ccc(O)cc4CCC3C1CC[C@@H]2O (stereo partly drawn)
Screen / compound no.	1	2	3	4	5	6	7	8
SF-539	94	99	111	99	94	103	97	98
U251	101	101	99	95	92	75	96	88
SF-268	105	99	103	102	98	81	96	99
SNB-75	92	92	90	89	87	79	95	89
SNB-19	105	104	107	103	93	79	95	105
SF-295	90	102	88	103	96	100	94	89
HCC-2998	125	107	107	92	117	109	96	100
PC-3	89	95	96	71	83	92	89	88

#9 O=CNc1ccc(Oc2ccc(NC=O)cc2)cc1
#10 CCOC(=O)c1c(C(=O)c2cn(C)c3ccc(OC)cc23)c(-c2cn(C)c3ccc(OC)cc23)n(NC(=O)OC(C)(C)C)c1C
#11 C=CCN(CC=C)CCN1C(=O)c2c(c3c4ccccc4n4c3c3c2c2ccccc2n3C2CC(O)C(O)C4(C)O2)C1=O (stereo not drawn)
#12 CC1(C)CC[C@]2(CO)CC[C@]3(C)[C@@H](NCC[C@@H]4[C@@]5(C)CCCNC(C)(C)[C@@H]5CC[C@]43C)[C@@H]2C1
#13 CCCCn1c(=O)c(C2=NC(c3ccc(Cl)cc3)=C2)cc2ccc(Cl)cc21
#14 Cc1cccc(NC(=O)Oc2ccc(Cl)c3cccnc23)c1
#15 COc1ccc(N(CCN(C)C)C(=O)C(c2ccccc2)c2ccccc2)cc1
#16 COC1=CC(c2ccc[nH]2)=N/C1=C\c1[nH]c(C)c(C(=O)CCCCC(=O)Oc2ccc3c(c2)CCC2C3CC[C@]3(C)C(=O)CC[C@@H]23)c1C (stereo partly drawn)
Screen / compound no.	9	10	11	12	13	14	15	16
SF-539	99	69[100 µM]	80	97	98	114	88	96
U251	98	84[100 µM]	74	96	99	97	83	94
SF-268	94	80[100 µM]	74	95	97	97	92	80
SNB-75	78	53[100 µM]	68	90	93	98	65	76
SNB-19	99	59[100 µM]	64	100	93	92	84	83
SF-295	104	71[100 µM]	66	99	97	98	103	102
HCC-2998	104	97[100 µM]	72	98	105	107	99	117
PC-3	83	54[100 µM]	53	79	97	86	72	96

#17 CNS(=O)(=O)Nc1nccc(Cc2c(C)c3ccc(Oc4ncccn4)cc3oc2=O)c1F
#18 Fc1ccc(Nc2nc(Nc3cnc4ccccc4c3)c3[nH]cnc3n2)cc1
#19 CCn1c(SCC(=O)Nc2cccc(C(=O)/C=C/c3ccccc3Cl)c2)nc2ccccc2c1=O
#20 O=[N+]([O-])c1cccc(NCn2c(=S)sc3ccccc32)c1
#21 CC1(C)CC[C@]23CC[C@]4(C)[C@H](CC[C@@H]5[C@@]6(C)C=CC(=O)C(C)(C)[C@@H]6CC[C@]54C)[C@H]2[C@H]1OC3=O
#22 CN=C1C=C/C(=N/N=c2/ccn(O)cc2C)C=C1C
#23 CNc1ncnc2c1ncn2C
#24 O=c1cc(-c2ccccc2)nc2c(Cl)cc(Cl)cn12
Screen / compound no.	17	18	19	20	21	22	23	24
SF-539	68	64	90	100	98	90	96	90&97
U251	55	88	73	107	99	102	104	92&104
SF-268	78	80	88	94	94	102	105	107&115
SNB-75	78	91	89	98	105	84	122	67&88
SNB-19	64	88	82	99	90	101	107	105&109
SF-295	71	83	91	108	98	·	103	103&87
HCC-2998	1.1*	98	91	113	95	92	131	111&110
PC-3	101	22	75	78	91	95	104	73&90

#25 CCCCCCCn1c(=O)c2c(nc(NCCc3ccc(OC)c(OC)c3)n2C)n(C)c1=O
#26 O=C1CC[C@@H](C(=O)N[C@H]2CSSC[C@@H](C(=O)O)NC(=O)[C@H](Cc3ccccc3)NC(=O)[C@@H]3CCCN3C(=O)[C@@H]3CCCN3C2=O)N1
#27 O=C(CSc1nnc(NC(=O)c2ccc(Cl)cc2)s1)Nc1ccc2oc(=O)ccc2c1
#28 CCCCC1COc2cccc3c2N1C=C/C3=C\C(=O)N(Cc1ccccc1)c1ccc(OC)cc1 (stereo not drawn)
#29 CN(C)CCC(CCN(C)C)(C(=O)O)c1ccccc1
#30 C=CCc1ccc(OCCN(CC)CC)c(OC)c1
#31 COc1ccc2c(c1)C(Sc1ccc(C)cc1)c1c(nc(N)c(C#N)c1N)O2 (stereo not drawn)
#32 O=C1N=c2ccccc2=C1c1sc(=Nc2ccccc2)n(Nc2ccccc2)c1O
Screen / compound no.	25	26	27	28	29	30	31	32
SF-539	76	100	98	108	95	98	98	104
U251	96	100	106	79	102	91	85	98
SF-268	88	96	93	90	107	103	98	100
SNB-75	35	97	97	87	97	96	70	·
SNB-19	76	97	113	88	101	95	87	101
SF-295	76	102	98	92	103	·	96	102
HCC-2998	105	89	99	117	101	111	109	116
PC-3	·	85	94	67	93	95	78	97

#33 O=C(Nc1ccc2cc3ccc(NC(=O)N4CCCCCC4)cc3nc2c1)N1CCCCCC1
#34 CCOc1ccc(-n2nc(C(=O)Nc3cc(OC)c(OC)c(OC)c3)nc2-c2cc(OC)c(OC)c(OC)c2)cc1
#35 COC(=O)[C@]12CCC(C)(C)C[C@@H]1[C@@H]1NC(=O)C[C@@H]3[C@@]4(C)CCC(=O)NC(C)(C)[C@@H]4CC[C@@]3(C)[C@]1(C)CC2
#36 Oc1ccc(Cl)cc1/C=C1/CCc2cc3cc(Cl)ccc3[o+]c21
#37 COc1ccc2c(c1)OCCN1C(=O)Nc3ccccc3C21 (stereo not drawn)
#38 COc1cc(-c2nnc(-c3ccc(NC(=O)CCO)cc3)o2)cc(OC)c1OC
#39 O=C1c2ccccc2C(=O)c2c1oc1oc3c(c(=O)c21)c(=O)n(-c1ccccc1)c1ccccc31
#40 CN1C(=O)/C(=C/c2ccc(C3Oc4ccccc4C4CC(c5ccccc5)=NN43)cc2)SC1=S (stereo not drawn)
Screen / compound no.	33	34	35	36	37	38	39	40
SF-539	-71*	88	97	110	103	99	-5.4*	95
U251	-59*	85	87	100	98	95	21	101
SF-268	-41*	92	96	99	88	96	34	98
SNB-75	-88*	66	89	99	68	67	32	78
SNB-19	1.3*	82	97	94	123	100	28	93
SF-295	-79*	96	102	109	96	103	18	96
HCC-2998	-64*	·	104	97	106	103	43	100
PC-3	5.9*	70	76	97	100	79	34	95

Screen by screen, as entered above:
Entries 27 to 32 in SF-295, in turn: 98, 92, 103, ·, 96, 102
Entries 27 to 32 in SF-268, in turn: 93, 90, 107, 103, 98, 100

(more compounds)
#41 CCC(C)N1C(=O)c2ccccc2C1=O (stereo not drawn)
#42 COc1cc2oc(-c3cccc(NC(=O)[C@H](C)NC(=O)[C@H](C)NC(=O)OC(C)(C)C)c3)cc(=O)c2c(OC)c1OC
#43 O=S(=O)(c1ccccc1)c1ccccc1Br
#44 CC(C)COC(=O)c1ccc(NC(=O)CCCl)cc1
#45 CCC/C=C/C(C(=O)OCC)(C(=O)OCC)C(C)C
#46 c1ccc(C(=C(c2ccc(OCCN3CCCCC3)cc2)c2ccc(OCCN3CCCCC3)cc2)C2CCCC2)cc1
#47 COc1ccc(C/C(C)=C(/c2ccc(OCCN3CCCC3)cc2)c2ccc(OC(=O)NCc3ccccc3)cc2)cc1
#48 COc1ccc(-c2cc(C#N)c(NNC(C)=O)[nH]2)cc1
Screen / compound no.	41	42	43	44	45	46	47	48
SF-539	109	97	101	91	100	-96*	82	112
U251	109	101	99	86	95	-96*	67	102
SF-268	101	90	95	86	106	-61*	86	122
SNB-75	88	89	72	96	104	-25*	71	119
SNB-19	108	95	102	89	102	-97*	86	125
SF-295	111	95	93	83	102	-64*	95	101
HCC-2998	103	112	98	99	116	-99*	88	105
PC-3	113	112	98	83	104	-37*	67	115

#49 Nc1n[nH]c2cccc(C#Cc3cccc(C(=O)Nc4cc(CN5CCOCC5)cc(C(F)(F)F)c4)c3)c12
#50 CS(=O)(=O)OCCCCOS(C)(=O)=O
#51 NCC(=O)NS(=O)(=O)OC[C@H]1O[C@@H](n2cnc3c(N)ncnc32)[C@H](O)[C@@H]1O
#52 CCOc1cc(\C=N/N=C(N)/C(N)=N\N=C/c2ccc(O)c(OCC)c2)ccc1O
#53 Cc1onc(-c2ccccc2)c1-c1ccc(S(N)(=O)=O)cc1
#54 COC(=O)Nc1nc2ccc(C(=O)c3ccc(F)cc3)cc2[nH]1
#55 NN1CCc2ccccc2C1
#56 COc1ccc(NC(=O)Nc2cccc(-c3nc(-c4ccc(NC(=O)c5cccnc5)cc4Cl)no3)c2)cc1
#57 Cn1cc(Nc2ncc(C(N)=O)c(NCCCNC(=O)C3CCC3)n2)cn1
#58 COCCc1sc[n+](Cc2cnc(C)nc2N)c1C
#59 Cc1cc(C)[nH]n1
Screen / compound no.	49	50	51	52	53	54	55	56	57	58	59
SF-539	8.6*	159&108	-9.4*	112	102	-22*	106	96	73	99	101
U251	51	137&98	-39*	96	100	14	106	92	78	102	112
SF-268	42	164&108	3.8*	98	104	23	108	104	82	100	102
SNB-75	44	87	-6.7*	116	80	31	110	93	87	95	·
SNB-19	67	110&96	-6.1*	109	104	33	109	103	94	103	103
SF-295	55	112&104	-34*	106	99	-3.2*	104	106	100	97	107
HCC-2998	45	125&108	41	99	111	16	105	104	124	101	107
PC-3	37	122&93	9.7*	82	85	2.2*	91	98	96	108	116

Bioassay records: PubChem, NCI
